All columns: NCI-60 one-dose screen, growth in % after 48 h at 10 µM unless noted; 100 = growth as untreated, 0 = no growth, -100 = all killed.
A498 – A498 renal cancer cells. hit rate 5.4% among 76,000
NCI-H23 – NCI-H23 lung cancer. hit rate 4% among 80,000
SNB-75 – SNB-75 CNS cancer; hit rate 5% among 79,000; AID 1794750
SF-268 – SF-268 CNS cancer cells; hit rate 3.1% among 82,000
U251 – U251 CNS tumor cells | hit rate 5.4% among 80,000 | AID 1794753
SNB-19 – SNB-19 CNS cancer cells | hit rate 2.5% among 81,000 | AID 1794751
SF-539 – SF-539 CNS cancer. hit rate 6.8% among 81,000
CAKI-1 – CAKI-1 renal cancer | hit rate 4.7% among 75,000
SF-295 – SF-295 CNS cancer cells; hit rate 5.6% among 79,000
An asterisk follows results filed as active; nt = no result given; & = joins results of further samples; [ ] = remark or other dose. Rule for the calls: active = growth percent below 10; inactive = the rest.

mol,A498,NCI-H23,SNB-75,SF-268,U251,SNB-19,SF-539,CAKI-1,SF-295
CCOC(=O)CN1CCSC1=NC(=O)c1ccc(Cl)cc1,97,90,83,117,98,103,105,88,98
CCOC(=O)c1ccc(NC(=S)NC(=O)c2ccc(NC(C)=O)cc2)cc1,125,81,87,86,89,86,94,96,92
O=C1C(c2cccc3ccccc23)=C(c2c[nH]c3ncccc23)C(=O)N1O,114,92,108,101,94,97,97,89,109
COc1ccc(-c2nc3cc(/C=N/c4nc5ccc(N6CCN(C)CC6)cc5s4)ccc3s2)cc1,nt,101,111,97,102,92,98,96,108
O=C1Nc2c(Cl)cccc2C1=O,111,98,76,105,nt,110,98,77,88
CC[N+](C)(CC)CC[N+]1(C)CCCCCCC1,105,102,78,100,109,100,100,86,98
Cc1ccc(NC(=O)Oc2ccc(C#N)cc2)c(C)c1,99[100 µM],103[100 µM],96[100 µM],104[100 µM],98[100 µM],93[100 µM],98[100 µM],98[100 µM],107[100 µM]
COC1(OC)C2(Cl)CCC1(Cl)C(Cl)=C2Cl,91,99,96,106,98,105,101,109,105
O=c1cc(-c2ccccc2)c2ccc(O)cc2o1,88,102,101,97,101,95,89,99,95
Cc1cc2nc3c([nH]c2cc1C)c1ccc(=O)cc1n3CCN(C)C,111,39,63,61,40,38,26,20,27
C=C(C)C(=O)N(C)c1cccc(Br)c1C,91,97,70,96,92,91,100,94,97
[2H]c1c([2H])c(C2([2H])CCCNC2[2H])c([2H])c([2H])c1-n1cc2cccc(C(N)=O)c2n1 (stereo not given),85,82,67,81,82,90,82,nt,88
O=NN(C(=O)Nc1ccccc1)c1ccccc1,65,91,91,107,99,109,100,106,94
COc1ccc(Sc2cccc(Cl)c2)c(C(=O)O)c1,107&121,94&113,96&94,96&106,98,105,98&94,88&95,102&74
N#CC1=C(N)Oc2c(ccc3ccccc23)C1c1ccc(Br)cc1 (stereo not given),nt,96,61,95,97,100,97,67,101
COC(=O)C(c1ccccc1)C(Br)C(=O)c1ccc(Cl)cc1 (stereo not given),133,91,97,98,99,107,96,98,102
CCOc1cccc(-c2nc3sccn3c2-c2ccnc(S(C)(=O)=O)n2)c1,73,99,98,100,103,92,94,86,104
CC1(C)CCCC(C)(C)N1c1ncnc2sc3c(c12)CCN(Cc1ccccc1)C3,110,86,107,98,102,91,99,102,100
CCCCCCCCCCCCCCCCCC(=O)[O][Sn]([CH2]CCC)([CH2]CCC)[CH2]CCC,-98*,-82*,-97*,-93*,-89*,-71*,-82*,-86*,-85*
N#Cc1c(-c2ccc(O)cc2)nc(Nc2nc3ccccc3s2)[nH]c1=O,118,101,86,104,103,96,103,103,93
C1COC2OCCOC2O1 (stereo not given),95,94,93,104,nt,112,98,100,nt
O=C(O)c1ccc(-c2nn(-c3ccc(C(=O)O)cc3)cc2/C=N/Nc2ccccc2F)cc1,94,100,99,70,87,94,99,nt,96
COC1OC2COC(c3ccccc3)OC2C2OC12 (stereo not given),89&112,100&105,95&104,98&106,98&103,102&105,99&101,100,98&108
COc1ccc(S(=O)(=O)NCCCNc2nccc(-c3[nH]c(-c4ccccc4)nc3-c3ccc(F)c(OC)c3)n2)cc1,92,80,99,70,63,73,87,87,55
CC(C)(C)C1CCC(OC=O)CC1 (stereo not given),97,102,102,98,89,103,103,103,98
COc1ccc(OCC(O)CN2CCN(c3ccc(C)cc3)CC2)cc1 (stereo not given),100,114,96,95,100,93,99,86,99
Cc1cccc(-c2nnc(-c3cccc4ccccc34)o2)c1,nt,77,77,105,88,92,88,60,89
COc1cc(-c2nn(C(C)(C)C)cc2-c2ccnc(NCCCNS(=O)(=O)c3ccc(F)cc3)n2)ccc1F,104,97,83,85,84,93,95,59,92
CCOc1cc2c(cc1OCC)[C@@H]1C[C@@H](O)[C@H](O)[C@H](O)[C@H]1NC2=O,111,96,99,98,106,105,98,87,95
O=C(Nc1ccccc1Cl)c1ccccc1Cl,72,103,108,101,102,106,101,104,101
Cc1nc2ccccc2c(/C=C/c2ccc(Cl)cc2)c1C(=O)/C=C/c1ccc(Cl)cc1,-76*,-20*,81,26,-72*,-48*,-88*,-34*,-66*
C[C@@H](C[C@H](CC1CC1)c1ccccc1)c1ccc2ccccc2c1,100,100,85,98,101,101,97,93,nt
Clc1ccc2[nH]cc(-c3cncn3CCc3ccc4c(c3)OCO4)c2c1,56,63,74,66,70,82,84,36,58
NNc1nc2c(cnn2-c2ccccc2)c2nc(=S)c(N)nn12,101,92,80,95,99,100,91,79,94
Nc1ccn(Cc2nnc(CCC(=O)c3nc4ccccc4[nH]3)o2)c(=O)n1,62,74,68,96,86,91,87,83,80
Cc1ccc(-c2noc(CC(=O)c3ccc([N+](=O)[O-])cc3)n2)cc1,87,96,95,96,97,106,98,97,99
O=C(Cc1c[nH]c2ccccc12)N=Nc1c(O)[nH]c2ccc(Cl)cc12,nt,97,nt,90,100,103,99,74,93
O=C1c2c(c3c4cc(Br)ccc4[nH]c3c3ccc4ccccc4c23)C(=O)N1CCO,91,nt,128,105,74,86,91,70,92
NNc1nnc(NN)c2ccccc12,108,95,nt,112,103,96,104,nt,nt
COC(=O)c1c2c(c(C)[n+]([O-])c1C)C(=O)C=C(NCc1ccccc1)C2=O,nt,-50*,-71*,-4.2*,-9.7*,-11*,-90*,3.6*,-84*
O=C1C=CC(=CC=C2C=CN(CCCCCCCCCCCO)C=C2)C=C1,95,20,53,nt,25,nt,41,90,45
O=c1oc2c3ccc4cnccc4c3[nH]c2c2ccccc12,56,65,14,23,-35*,15,-72*,54,76
CN1c2c(C(=O)NC3CC3)cnn2CC1c1ccccc1 (stereo not given),90,99,100,89,100,100,112,94,102
Cc1cc(Cl)c2c(c1)C(=N/O)/C(=C\c1ccco1)O2,79,99,75,101,60,94,102,90,104
CCN1C(=O)N(CC)C2C1N=C(SCc1ccc(Cl)cc1)N2/N=C/C=C/c1ccccc1 (stereo not given),84,91,92,91,93,82,96,80,81
COc1cc(OC)c(C(=O)/C=C/c2cc3c(cc2OCc2ccccc2)OC(C)(C)CC3)cc1CC=C(C)C,99,48,39,49,30,81,79,nt,67
Cc1c(-c2cnc3ccc(F)cc3c2C(=O)O)nnn1-c1ccc([N+](=O)[O-])cc1,102,101,80,97,97,93,99,97,101
O=C1Nc2ccc(Cl)cc2/C1=N/N=C/c1cccnc1,nt,92,70,93,98,91,89,76,100
N#Cc1c(NC(=O)c2cccs2)[n+]([O-])c2cc(C(F)(F)F)ccc2[n+]1[O-],123,95,93,105,104,106,101,nt,98
C1CN(CC2CO2)CCO1 (stereo not given),102,105,104,107,98,103,102,nt,100
CN(Cc1ccc(C(F)(F)F)nc1)c1cc(C(=O)Nc2ccccc2)ncn1,82,89,90,87,100,nt,100,89,98
COc1ccccc1NC1=C(Cl)C(=O)c2nc(C)ccc2C1=O,72,-8.4*,105,47,63,39,1.8*,nt,97
COc1ccc(C)cc1-c1cc2ccccc2c(=O)o1,91,92,80,90,82,88,88,82,101
COc1ccc2c(c1)O/C(=C\c1cccc(O)c1O)C2=O,101,70,63,53,60,85,59,43,94
CCN(CC)CCN1c2nc3ccccc3cc2Sc2cc3ccccc3nc21,26,-5.6*,-7.9*,12,5.2*,36,-100*,8.6*,-49*
O=C(Nc1nc2ccccc2c2c(=O)c3cc(Cl)ccc3sc12)c1ccccn1,101,83,96,93,87,103,114,87,100
C=C1C(=O)O[C@H]2[C@H]1CC/C(CNC(=O)CCc1ccc(OC)cc1)=C\CC[C@@]1(C)O[C@@H]21,nt,85,116,79,88,80,31,38,92
O=C(Nc1ccccc1OCC1CCCO1)c1ccc(-c2ccccc2)cc1 (stereo not given),99,91,88,102,nt,92,98,84,nt
O=S(=O)(O)c1cc2ccc1ccc1ccc(cc1S(=O)(=O)O)n1on1c1ccc(ccc3ccc(cc3S(=O)(=O)O)nn2)c(S(=O)(=O)O)c1,106,104,93,104,103,106,105,87,119
CCNC(=O)C(O)C(Cc1ccccc1)NC(=O)c1[nH]c2ccccc2c(=O)c1C (stereo not given),102,94,90,101,102,99,101,94,100

(listing goes on)
Keys: A = A498; B = NCI-H23; C = SNB-75; D = SF-268; E = U251; F = SNB-19; G = SF-539; H = CAKI-1; I = SF-295
O=c1[nH]c2ccc(Cl)cc2c(O)c1C(c1ccc(Cl)cc1)c1c(O)c2cc(Cl)ccc2[nH]c1=O
  A = 90 | B = 87 | C = 80 | D = 86 | E = 83 | F = 89 | G = 89 | H = 80 | I = 75
CCOC(=O)c1cnc2ccc(C)cc2c1Nc1cccc(S(=O)(=O)NC)c1
  A = 65 | B = 87 | C = nt | D = 92 | E = 99 | F = 99 | G = 97 | H = 92 | I = 91
CCCCCCCCCCCCCCCC(=O)NCCCC[C@@H](NC(=O)[C@@H](C)NC(=O)[C@@H](CCCCN)NC(=O)[C@@H](C)NC(=O)[C@@H](CC(C)C)NC(=O)[C@@H](CCCCN)NC(=O)[C@@H](C)NC(=O)[C@@H](CC(C)C)NC(=O)[C@@H](CCCCN)NC(=O)[C@@H](CCCCN)NC(=O)[C@@H](C)NC(=O)[C@@H](CC(C)C)NC(=O)[C@@H](CCCCN)NC(=O)[C@@H](C)NC(=O)[C@@H](CC(C)C)NC(=O)[C@@H](CCCCN)NC(=O)CCCCCN)C(N)=O
  A = 111[7.25 µM] | B = 104[7.25 µM] | C = 94[7.25 µM] | D = 105[7.25 µM] | E = 91[7.25 µM] | F = 103[7.25 µM] | G = 102[7.25 µM] | H = 98[7.25 µM] | I = 110[7.25 µM]
C/C=C/C(=O)OCCCCCCCCCCCC
  A = 103 | B = 105 | C = 101 | D = 106 | E = 99 | F = 85 | G = 109 | H = 101 | I = 105
C/C(=N/NC(N)=S)c1sc(Nc2ccc(C)cc2)nc1C
  A = 117 | B = 104 | C = 117 | D = 110 | E = 106 | F = 107 | G = 110 | H = 104 | I = 97
COc1ccc2cc(-c3ccc(C(=O)NN)c(C)n3)ccc2c1
  A = 91 | B = 95 | C = 109 | D = 92 | E = 99 | F = 97 | G = 103 | H = 103 | I = 99
Cc1ccc2c(n1)C(=O)C(Cl)=C(Nc1ccc(S(=O)(=O)Nc3nnc(C)s3)cc1)C2=O
  A = 115 | B = 104 | C = 95 | D = 107 | E = 115 | F = 104 | G = 109 | H = 101 | I = 103
NC(N)=N/N=C(\c1ccc(Br)cc1)C1CC1
  A = 76 | B = 93 | C = 88 | D = 91 | E = 97 | F = 90 | G = 87 | H = 99 | I = 94
Clc1ccc(N/N=C(\c2ccccc2)c2ccccn2)nc1
  A = -14* | B = 19 | C = 25 | D = 10 | E = 9.3* | F = 24 | G = -0.8* | H = 7.0* | I = 1.7*
CCCCNS(=O)(=O)c1cccc(C(=O)Nc2ccccc2F)c1
  A = 98 | B = 101 | C = nt | D = 100 | E = 90 | F = 108 | G = 100 | H = 99 | I = nt

Compounds listed so far with an NH in an aromatic ring, in the order listed:
Keys: A = A498; B = NCI-H23; C = SNB-75; D = SF-268; E = U251; F = SNB-19; G = SF-539; H = CAKI-1; I = SF-295
O=C1C(c2cccc3ccccc23)=C(c2c[nH]c3ncccc23)C(=O)N1O
  A = 114 | B = 92 | C = 108 | D = 101 | E = 94 | F = 97 | G = 97 | H = 89 | I = 109
Cc1cc2nc3c([nH]c2cc1C)c1ccc(=O)cc1n3CCN(C)C
  A = 111 | B = 39 | C = 63 | D = 61 | E = 40 | F = 38 | G = 26 | H = 20 | I = 27
N#Cc1c(-c2ccc(O)cc2)nc(Nc2nc3ccccc3s2)[nH]c1=O
  A = 118 | B = 101 | C = 86 | D = 104 | E = 103 | F = 96 | G = 103 | H = 103 | I = 93
COc1ccc(S(=O)(=O)NCCCNc2nccc(-c3[nH]c(-c4ccccc4)nc3-c3ccc(F)c(OC)c3)n2)cc1
  A = 92 | B = 80 | C = 99 | D = 70 | E = 63 | F = 73 | G = 87 | H = 87 | I = 55
Clc1ccc2[nH]cc(-c3cncn3CCc3ccc4c(c3)OCO4)c2c1
  A = 56 | B = 63 | C = 74 | D = 66 | E = 70 | F = 82 | G = 84 | H = 36 | I = 58
Nc1ccn(Cc2nnc(CCC(=O)c3nc4ccccc4[nH]3)o2)c(=O)n1
  A = 62 | B = 74 | C = 68 | D = 96 | E = 86 | F = 91 | G = 87 | H = 83 | I = 80
O=C(Cc1c[nH]c2ccccc12)N=Nc1c(O)[nH]c2ccc(Cl)cc12
  A = nt | B = 97 | C = nt | D = 90 | E = 100 | F = 103 | G = 99 | H = 74 | I = 93
O=C1c2c(c3c4cc(Br)ccc4[nH]c3c3ccc4ccccc4c23)C(=O)N1CCO
  A = 91 | B = nt | C = 128 | D = 105 | E = 74 | F = 86 | G = 91 | H = 70 | I = 92
O=c1oc2c3ccc4cnccc4c3[nH]c2c2ccccc12
  A = 56 | B = 65 | C = 14 | D = 23 | E = -35* | F = 15 | G = -72* | H = 54 | I = 76
CCNC(=O)C(O)C(Cc1ccccc1)NC(=O)c1[nH]c2ccccc2c(=O)c1C (stereo not given)
  A = 102 | B = 94 | C = 90 | D = 101 | E = 102 | F = 99 | G = 101 | H = 94 | I = 100
O=c1[nH]c2ccc(Cl)cc2c(O)c1C(c1ccc(Cl)cc1)c1c(O)c2cc(Cl)ccc2[nH]c1=O
  A = 90 | B = 87 | C = 80 | D = 86 | E = 83 | F = 89 | G = 89 | H = 80 | I = 75
